# Screens (PubChem)
# IMPase Li cell – qHTS Assay for Identifying the Cell-Membrane Permeable IMPase Inhibitors: Potentiation with Lithium | Potency, µM (top dose mostly 59.4 µM), for inactives: at the top dose activity, negative = IMPase inhibition, hits mostly inhibitors | 0.35% of 210,000 active | CHO-M1 cells, IP1 TR-FRET (IP-One), carbachol + lithium | AID 1457, 2008;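 also: IP1 builds up when IMPase is blocked and the TR-FRET signal falls; potency is read from the fitted curve at half-maximal effect; plate controls were basal vehicle for no effect and high inhibitor control for full effect; nearly all actives have a fitted effect of over 50% in size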
#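 CHO cells stably expressing M1 receptor (2000/well) were cultured 16–30 h, then exposed to compounds with a small lithium addition for 30 min at 37C. IP1 was measured by TR-FRET competition; AC50 from Hill fits.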
# CBFb-RUNX1 inh – qHTS Assay for Compounds Blocking the Interaction Between CBF-beta and RUNX1 for the Treatment of Acute Myeloid Leukemia. 230,000 tested, under 10 active. Potency, µM (titrated, usually from 59.8 µM), for inactives: at the highest dose activity, negative = inhibition, hits mostly inhibitors. Runt-related transcription factor 1 (Homo sapiens) + Core-binding factor subunit beta …. AlphaScreen CBFb-His/RUNX1-biotin binding, biochemical; also: % of control where 0% means no effect
# Target sequence (Q01196 whole entry, looked up): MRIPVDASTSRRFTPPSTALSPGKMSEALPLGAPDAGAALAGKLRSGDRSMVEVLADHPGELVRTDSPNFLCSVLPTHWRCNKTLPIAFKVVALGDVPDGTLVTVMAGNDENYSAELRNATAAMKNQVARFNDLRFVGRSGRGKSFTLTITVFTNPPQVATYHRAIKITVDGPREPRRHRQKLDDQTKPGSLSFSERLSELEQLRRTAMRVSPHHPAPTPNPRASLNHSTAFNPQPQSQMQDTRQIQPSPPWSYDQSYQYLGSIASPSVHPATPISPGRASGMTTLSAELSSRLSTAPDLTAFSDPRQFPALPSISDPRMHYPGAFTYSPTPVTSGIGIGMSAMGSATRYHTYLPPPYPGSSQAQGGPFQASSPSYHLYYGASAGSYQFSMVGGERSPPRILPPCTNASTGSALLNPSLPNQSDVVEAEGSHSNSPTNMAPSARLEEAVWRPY
# Target sequence (Q13951 whole entry, looked up): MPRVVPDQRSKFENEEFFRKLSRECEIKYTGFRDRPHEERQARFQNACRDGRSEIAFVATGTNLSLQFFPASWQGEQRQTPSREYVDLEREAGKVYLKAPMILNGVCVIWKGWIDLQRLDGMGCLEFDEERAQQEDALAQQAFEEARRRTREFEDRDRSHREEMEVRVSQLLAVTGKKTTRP
#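 CBFb-His/RUNX1-biotin, 30 nM each, preincubated 20 min RT; compound 15 min RT; Ni + streptavidin beads 50 ng each, 90 min RT; AlphaScreen read.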
# LMNA splice mod – qHTS Assay for Modulators of Lamin A Splicing | HeLa LMNA splicing GFP/RFP minigene ratio, 48 h | Potency, µM (highest dose often 46.1 µM), for inactives: top-dose ratio change, negative = inhibition, most hits filed as inhibitors | 0.01% of 200,000 active | AID 1487, 2009; active = well fitted inhibition curve with a large enough effect in the signal ratio, with a control signal flat, not every such curve was filed as active; inconclusive = small, poorly fitted or top-dose-only effect, or effect the other way, or a change in a side signal; the % refers to the signal ratio; also: potency is read from the fitted curve at half-maximal effect; % is scaled to controls: 0 for no effect and ±100 for the full control effect
#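 Read-out is the ratio of GFP to DsRed2 object intensity, acquired by 488 nm laser-scanning cytometry on HeLa lamin A-EGFP minigene reporter cells. Compound incubation 48 hrs at 37 °C in Opti-MEM with 2% FBS; DMSO 0.5% final.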
# Epigenetic derep – Quantitative High-Throughput Screen for Regulators of Epigenetic Control. murine LDR cells, GFP reporter derepression, 30 h. 0.2% of 280,000 active. Potency, µM (series often up to 53.9 µM), without a hit: top-dose GFP activation, usual class: activators; also: potency is read from the fitted curve at half-maximal effect; % of control where 0% means no effect; nearly all actives have a fitted effect of over 60% in size
#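 Murine LDR cells carrying a silenced, genomically integrated CMV-driven GFP reporter were exposed to compound for 30 hours at 37 C. After PBS washes, GFP-positive cells (20–120 um objects) were counted by laser-scanning microplate cytometry.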
# GLA spleen mod – qHTS Assay for Inhibitors and Activators of Human alpha-Galactosidase From Spleen Homogenate; Alpha-galactosidase A (Homo sapiens), P06280; human spleen homogenate, 4MU-alpha-Gal fluorescence, 40 min; Potency, µM (titrated, usually from 80 µM), for the others: at the highest dose activity change, negative = inhibition, actives largely listed as inhibitors; 0.008% of 240,000 active; AID 2107, 2009;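 also: potency is read from the fitted curve at half-maximal effect; 0% = enzyme with vehicle and -100% = no enzyme basal signal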
# Target sequence (P06280 32-429 limits assumed): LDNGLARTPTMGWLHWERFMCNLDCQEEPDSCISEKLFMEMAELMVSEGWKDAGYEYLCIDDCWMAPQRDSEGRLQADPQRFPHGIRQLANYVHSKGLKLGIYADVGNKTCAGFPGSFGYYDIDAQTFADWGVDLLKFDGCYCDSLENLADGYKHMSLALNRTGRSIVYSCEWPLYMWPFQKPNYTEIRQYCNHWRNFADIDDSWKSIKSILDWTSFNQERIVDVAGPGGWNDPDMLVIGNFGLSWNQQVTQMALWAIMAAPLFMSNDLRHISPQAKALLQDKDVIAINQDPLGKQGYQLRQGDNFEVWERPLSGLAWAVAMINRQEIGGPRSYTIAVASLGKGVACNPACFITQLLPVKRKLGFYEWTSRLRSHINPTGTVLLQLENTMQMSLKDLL
#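 Human spleen homogenate (1 ug) was the enzyme source, with 4-methylumbelliferyl-alpha-D-galactopyranoside (1 mM final) in pH 5.0 citrate buffer with 0.01% Tween-20. Compounds were titrated; after 40 min at 37C, NaOH/glycine stop, 4-MU fluorescence read; AC50 from Hill fits.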
# NPSR antagonist – qHTS Assay for Antagonists of the Neuropeptide S Receptor: cAMP Signal Transduction | Q6W5P4 | CHO-NPSR cells, cAMP TR-FRET, antagonist mode | Potency, µM (highest dose often 38.3 µM), without a hit: top-dose activity change, negative = inhibition, hits mostly inhibitors | 1% of 220,000 active; also: potency is read from the fitted curve at half-maximal effect; % is scaled to controls: 0 for no effect and ±100 for the full control effect; nearly all actives have a fitted effect of over 50% in size; many of its hits are not listed in these tables
# KinaseGlo FLuc – Counterscreen for Luciferase (Kinase-Glo TM) Inhibition | Kinase-Glo luciferase, ATP luminescence, 8 min | Potency, µM (highest dose often 38.3 µM), for inactives: top-dose activity change, negative = inhibition, usual class: inhibitors | 0.28% of 200,000 active | AID 1379, 2008; also: potency is read from the fitted curve at half-maximal effect; % is scaled to controls: 0 for no effect and ±100 for the full control effect; nearly all actives have a fitted effect of over 60% in size
#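 Inhibition of Kinase-Glo luciferase light generation was assessed at 10 uM ATP in pH 7.2 imidazole buffer, with luminescence measured after eight minutes at ambient temperature.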
# * = called active by the depositor; ? = inconclusive; · = not tested or not shown; [ ] = another dose, or the depositor's remark. Unless noted, calls follow the shape of the dose curve; as a rule, active = well fitted curve in the direction sought with a large enough effect; inconclusive = small, poorly fitted or top-dose-only effect, or another doubt; inactive = no such curve, though single readings can be large; an effect the other way counts as inactive or inconclusive. Some of the compounds tested; the hit share may differ from the screen's.
SMILES,IMPase Li cell,CBFb-RUNX1 inh,LMNA splice mod,Epigenetic derep,GLA spleen mod,NPSR antagonist,KinaseGlo FLuc
COC(=O)NCC(c1cccnc1)N1CCN(c2ccccc2)CC1 (stereo not given),1%,0%,-2%,-1.0%,5%,-5%[46.1 µM],2%
Cn1nc(C(F)(F)F)c(-c2ccc(F)cc2)c1NC(=O)c1cccnc1,·,7%,·,-2.8%,15%,3%,·
COC(=O)c1scc(C)c1NC(=O)C1CCCCC1,4%[38.3 µM],1%,5%,-2.2%,-6%,4%[46.1 µM],8%
COc1cccc(CC2(CO)CCCN(Cc3nc(-c4cccs4)oc3C)C2)c1 (stereo not given),21%,9%,?,0.0%,6%,20%,-2%
CCCC(O)(CCC)C(=O)NN(C(=O)CCl)c1cccc(C)c1,9%,-4%,?,2.9%,-2%,-13%,2%
Cc1cccc(NC(=O)CCC(=O)N/N=C/c2ccco2)c1,5%,4%,-4%,-0.9%,14%,11%,-2%
Cc1nc(N2CCCCC2)sc1C=O,18%,0%,-10%[46 µM],-6.3%,5%,12%,-1%
Cc1ccc(C(=O)Nc2ccc(Cl)cc2C(F)(F)F)c(Cl)c1,5%,9%,-13%,0.0%,-1%,-2%,1%
FC(F)(F)C(Oc1nc(NC2CCCCC2)nc(N2CCOCC2)n1)C(F)(F)F,4%[38.3 µM],4%,?,1.1%,-13%,10µM*,1%
O=c1[nH]ncc2ccccc12,-14%,3%[21.7 µM],·,·,4%,·,·

# Structures listed above marked active in NPSR antagonist:
Molecule | IMPase Li cell | CBFb-RUNX1 inh | LMNA splice mod | Epigenetic derep | GLA spleen mod | NPSR antagonist
FC(F)(F)C(Oc1nc(NC2CCCCC2)nc(N2CCOCC2)n1)C(F)(F)F | 4%[38.3 µM] | 4% | ? | 1.1% | -13% | 10µM*

# Next part
SMILES,IMPase Li cell,CBFb-RUNX1 inh,LMNA splice mod,Epigenetic derep,GLA spleen mod,NPSR antagonist,KinaseGlo FLuc
CCOC(=O)c1c(NC(C)=O)sc2c(OCC(O)CNC(C)(C)C)c(Br)ccc12 (stereo not given),0%,4%,·,2.3%,0%,-8%,-1%
CCOC(=O)c1sc(NC(=O)CSc2nc3c(cc2C#N)CCCCC3)c(C#N)c1C,?,3%,8%,-1.1%,2%,?,-1%
O=C(CSc1ccncc1)Nc1ccc2ccccc2c1,-2%,1%,·,-0.4%,2%,-2%,-2%
O=C(Cn1cnc2cc([N+](=O)[O-])ccc2c1=O)NCCc1ccc(F)cc1,6%,7%,·,-2.3%,3%,-5%,-1%
NC(=O)Cc1ccc(C(=O)c2ccccc2)s1,-1%,-5%,·,-2.1%,0%,5%,2%
COC(=O)CSc1nc(C)c2ccc(OC)cc2n1,-6%,7%,-5%,2.4%,?,-2%[46.1 µM],-4%
CCOC(=O)N1CCN(CCC(=O)Nc2cc(C)ccc2OC)CC1,11%,11%,17%[46 µM],1.9%,2%,7%,-4%
c1ccc2c(c1)CCNC2c1ccncc1 (stereo not given),·,8%,·,0.8%,5%,38%,·
CCOC(=O)c1ccc(NC2c3ncccc3C(=O)N2Cc2ccc(F)cc2)cc1 (stereo not given),12%[38.3 µM],-3%,1%,1.0%,2%,-21%[46.1 µM],-2%
O=C(O)/C=C/C(=O)Nc1ccc(SC(F)(F)F)cc1,6%,-1%,-3%,7.5%,-3%,5%,8%
O=C(c1cc2cc(Br)ccc2o1)N1CCOCC1,2%,7%,·,-7.4%,-1%,-16%,1%
Cc1c2c(nc3c(C)cccc13)OC(C)C2 (stereo not given),-3%,9%,-5%,-0.8%,2%,3%[46.1 µM],-2%
O=C(O)c1ccc(N/N=C/c2ccc3ncccc3c2)cc1,18%,-17%,9%,1.0%,-12%,-25%[46.1 µM],-11%
CCc1ccc(NC(=O)C(C)OC(=O)/C=C/c2cccc([N+](=O)[O-])c2)cc1 (stereo not given),-2%,-5%,1%,0.1%,5%,1%,0%
Cc1cc(NC(=O)COC(=O)c2c(C)nn(-c3ccccc3)c2C)no1,-20%[38.3 µM],4%,-4%,3.4%,3%,10%[7.67 µM],-1%
COC(=O)c1ccc(NC(=O)NS(=O)(=O)c2ccc(C)cc2)cc1,-6%[38.3 µM],10%,9%,2.4%,4%,-16%[46.1 µM],14%
COC(=O)CSc1nc2ccccn2c(=O)c1C=O,-8%,1%,·,2.9%,0%,2%,·
O=C(NCCN1CCCCC1)Nc1ccc(F)c(Cl)c1,-2%,6%,-8%,-1.9%,1%,3%[46.1 µM],9%
O=c1cc(CSc2ccccc2)[nH]c(=S)[nH]1,-1%[38.3 µM],1%,8%,0.9%,-16%,-17%[46.1 µM],-1%
CC(=O)Nc1ccc(S(=O)(=O)NCC2CCC(C(=O)NCCC(C)C)CC2)cc1 (stereo not given),6%[38.3 µM],2%,0%,-1.4%,1%,-10%[46.1 µM],-1%
Cc1cnc(SCc2ccc(Cl)cc2Cl)[nH]c1=O,·,25%,·,0.0%,2%,8%,·
O=C(Nc1nc(-c2cc3ccccc3o2)cs1)c1ccc(S(=O)(=O)N2CCCC2)cc1,12%,8%,?,0.9%,4%,-17%,0%
CCOC(=O)Cc1csc(SCC(=O)NC2CCCCC2)n1,7%,12%,4%,0.0%,6%,14%,-2%
CSc1cccc(NC(=O)COc2ccccc2)c1,4%[38.3 µM],13%,13%,1.3%,10%,0%[46.1 µM],-3%
O=C(Nc1cc(C(F)(F)F)ccc1Cl)C(Sc1ccccn1)c1ccccc1 (stereo not given),·,?,·,-0.1%,-9%,?,·
CCCn1c(SCC(=O)Nc2ccc3c(c2)CCC3)n[nH]c1=O,0%,-2%,?,-1.8%,2%,13%,1%
COc1cc(C(=O)NC(=S)NNC(=O)c2cnccn2)cc(OC)c1OC,-3%,·,?,-1.9%,-11%,13%,-1%
CCOc1c2ccc(C(=O)NCc3ccccc3OC)cc2nn1CC,-19%[38.3 µM],0%,5%,1.1%,-19%,-13%[46.1 µM],-2%
COC(=O)c1ccccc1NC(=O)CN1CCC(n2nnc3cc(C(F)(F)F)ccc32)CC1,9%[38.3 µM],2%,-3%,0.7%,-18%,-12%[46.1 µM],-1%
COc1ccc(C(=O)N2CCC3(CCN(Cc4cc(C(F)(F)F)cc(C(F)(F)F)c4)CC3)CC2)cc1,13%,·,·,·,3%,·,1%

# One compound at a time, as listed above.
# `COC(=O)c1ccccc1NC(=O)CN1CCC(n2nnc3cc(C(F)(F)F)ccc32)CC1` is entered as IMPase Li cell: 9%[38.3 µM]; CBFb-RUNX1 inh: 2%; LMNA splice mod: -3%; Epigenetic derep: 0.7%; GLA spleen mod: -18%; NPSR antagonist: -12%[46.1 µM]; KinaseGlo FLuc: -1%
# `CCOc1c2ccc(C(=O)NCc3ccccc3OC)cc2nn1CC` is entered as IMPase Li cell: -19%[38.3 µM]; CBFb-RUNX1 inh: 0%; LMNA splice mod: 5%; Epigenetic derep: 1.1%; GLA spleen mod: -19%; NPSR antagonist: -13%[46.1 µM]; KinaseGlo FLuc: -2%

# (next part)
SMILES,IMPase Li cell,CBFb-RUNX1 inh,LMNA splice mod,Epigenetic derep,GLA spleen mod,NPSR antagonist,KinaseGlo FLuc
CCOc1cccc(NC(=O)Cc2cccs2)c1,16%[38.3 µM],5%,16%,-1.1%,3%,4%[46.1 µM],1%
CC(C)CSC1=NSC2=NC(=O)/C(=C\c3coc4ccccc4c3=O)C(=N)N12,-1%,-12%,·,-1.1%,-17%,-30%,0%
CCc1ccccc1NC(=O)CSc1nnc(Cn2nnc3ccccc32)n1C,-3%,2%,2%,0.0%,2%,-3%[46.1 µM],-3%
CC(C)c1ccc(O)c(NC(=S)NC(=O)c2cccnc2)c1,-4%,15%,·,0.0%,6%,-19%,·
CCN(CC(=O)Nc1c(F)cccc1F)C(=O)COc1ccc2c(C)cc(=O)oc2c1,-4%,-6%,-18%[46 µM],-3.0%,6%,2%,0%
Oc1csc(Cc2nc(-c3ccccc3F)cs2)n1,18%,·,·,0.0%,3%,-18%,-12%
CC(C)C(=O)Nc1nnc(SCC(=O)Nc2ccc3c(c2)OCCO3)s1,2%,6%,·,-5.0%,-3%,-2%,3%
CCOc1ccc(NC(=S)/C(=C(\[O-])c2ccc(C)c([N+](=O)[O-])c2)[n+]2ccccc2)cc1,45%[activator][38.3 µM],-18%,-1%,-2.3%,-12%,-22%[46.1 µM],16%
CS(=O)(=O)N(CC(=O)N1CCOCC1)c1cccc([N+](=O)[O-])c1,-1%,4%,?,0.3%,-4%,16%,-3%
Cn1nc(-c2ccc3c(c2)OCCO3)c2ccccc2c1=O,10%,3%,0%[9.22 µM],-0.1%,-9%,9%,-2%
COC(=O)C1(NC(=O)NC2CCCCC2)CCCCC1,·,4%,·,0.0%,-21%,-29%,·
CC(C)CC1NC2(C(=O)N(C)c3ccccc32)C2C(=O)N(C(C)C)C(=O)C12 (stereo not given),14%[38.3 µM],8%,-13%,0.0%,1%,-4%[46.1 µM],-1%
COc1ccc2nc(/N=C(\N)NC(=O)C(C)(C)C)nc(C)c2c1,-4%[38.3 µM],-3%,9%,-1.1%,9%,-12%[46.1 µM],1%
CCOC(=O)COc1ccc(C(=O)c2ccccc2)c(O)c1,-5%[38.3 µM],8%,9%,0.8%,3%,-21%[46.1 µM],-5%
CSc1nnc(Cc2sc(-c3ccccc3)nc2-c2ccccc2)o1,0%[38.3 µM],4%,?,?,2%,?,-1%
O=C(c1ccncc1)N(Cc1cc2ccccc2[nH]c1=O)C1CCCCC1,25%[38.3 µM],0%,-26%,1.0%,0%,-14%[46.1 µM],1%
NS(=O)(=O)c1ccc(NC(=S)NNC(=O)c2cccs2)cc1,8%,-1%,21%[46 µM],-3.1%,-8%,-1%,1%
Cc1ccc(-c2nc(-c3ccccn3)no2)cc1Cl,-10%[38.3 µM],7%,-1%,-1.1%,6%,-9%[46.1 µM],11µM*
COC(=O)NC(c1cccc(F)c1)C(C(C)=O)C(=O)OC (stereo not given),·,1%[13.1 µM],·,0.0%[10.1 µM],-3%[17.5 µM],·,·
COc1ccccc1CC(=O)NNS(=O)(=O)c1ccc([N+](=O)[O-])cc1,4%,1%,?,2.3%,1%,1%,2%
COc1ccc(-c2csc(NC(=O)Cn3nc(C)cc3C)n2)cc1,-8%[38.3 µM],3%,4%,-0.8%,7%,-18%[46.1 µM],-7%
CCCNC(=O)N1CCN(Cc2ccco2)CC1,2%,-1%,9%[46 µM],-1.4%,-2%,-12%,6%
